High-throughput results as filed in PubChem BioAssay.
Growth percent in the NCI-60 one-dose screen (48 h, 10 µM unless noted): 100 = growth as untreated, 0 = no growth, -100 = all killed.
PC-3 = PC-3 prostate cancer cells. 80,000 compounds, 3.9% hits
SW-620 = SW-620 colon cancer; 82,000 compounds, 5.2% hits
HCC-2998 = HCC-2998 colon cancer; 79,000 compounds, 4.7% hits; AID 1794799
OVCAR-4 = OVCAR-4 ovarian cancer cells; 80,000 compounds, 3.7% hits
KM12 = KM12 colon cancer cells. 82,000 compounds, 5% hits
OVCAR-5 = OVCAR-5 ovarian cancer | AID 1794783 | 82,000 compounds, 2.9% hits
OVCAR-8 = OVCAR-8 ovarian cancer; 81,000 compounds, 4.4% hits
DU-145 = DU-145 prostate cancer | 81,000 compounds, 4.2% hits | AID 1794760
OVCAR-3 = OVCAR-3 ovarian cancer. 79,000 compounds, 7% hits. AID 1794787
Numbers without * were called inactive; . = no result given. How the source made its calls: active means growth percent below 10; inactive means the rest.

A first look:
Values run as follows: PC-3	SW-620	HCC-2998	OVCAR-4	KM12	OVCAR-5	OVCAR-8	DU-145	OVCAR-3
CCCCc1nc(Cl)c(C2CC(C3C(=O)N(C)C(=O)N(C)C3=O)=NN2c2ccccc2)[nH]1 (stereo not drawn)
    90	96	126	95	102	97	101	117	98
COc1cc(C2C=C(C(=O)O)Nc3nc(SC)[nH]c(=O)c32)cc(OC)c1OC (stereo not drawn)
    109	103	110	104	112	113	102	116	116
COc1ccsc1/C=N/NC(=O)c1[nH]c2ccc(Br)cc2c1-c1ccccc1
    5.3*	18	-5.2*	22	-0.3*	27	-16*	12	26
CCc1ccc(C2=NN(c3ccc(S(N)(=O)=O)cc3)C(c3ccccc3)C2)cc1 (stereo not drawn)
    71	102	114	97	95	96	96	102	98
CCCCCCNC(=O)Oc1ccc(/C(=C(/CC)Cc2ccccc2)c2ccc(OCCN3CCCC3)cc2)cc1
    70	79	89	87	84	93	96	94	92
COc1ccc(-c2nnc(COc3ccc(NC(=O)c4ccccc4)cc3F)o2)cc1
    83	105	103	75	93	104	97	92	91

Main list (from the top)
Values run as follows: PC-3	SW-620	HCC-2998	OVCAR-4	KM12	OVCAR-5	OVCAR-8	DU-145	OVCAR-3
CCCCc1nc(Cl)c(C2CC(C3C(=O)N(C)C(=O)N(C)C3=O)=NN2c2ccccc2)[nH]1 (stereo not drawn)
    90	96	126	95	102	97	101	117	98
COc1cc(C2C=C(C(=O)O)Nc3nc(SC)[nH]c(=O)c32)cc(OC)c1OC (stereo not drawn)
    109	103	110	104	112	113	102	116	116
COc1ccsc1/C=N/NC(=O)c1[nH]c2ccc(Br)cc2c1-c1ccccc1
    5.3*	18	-5.2*	22	-0.3*	27	-16*	12	26
CCc1ccc(C2=NN(c3ccc(S(N)(=O)=O)cc3)C(c3ccccc3)C2)cc1 (stereo not drawn)
    71	102	114	97	95	96	96	102	98
CCCCCCNC(=O)Oc1ccc(/C(=C(/CC)Cc2ccccc2)c2ccc(OCCN3CCCC3)cc2)cc1
    70	79	89	87	84	93	96	94	92
COc1ccc(-c2nnc(COc3ccc(NC(=O)c4ccccc4)cc3F)o2)cc1
    83	105	103	75	93	104	97	92	91
C[C@]12CCC(=O)C=C1CC[C@@H]1[C@@H]2[C@@H](O)C[C@@]2(C)[C@H]1CC[C@]2(O)C(=O)COC(=O)C(c1ccccc1)c1ccccc1
    58	103	94	63	73	102	77	89	71
C(/C=C/c1ccccc1)=C1c2ccccc2-c2ccccc21
    96	98	113	81	101	115	91	113	115
CCC1(c2ccc(O)cc2)NC(=O)NC1=O (stereo not drawn)
    102	109	114	.	110	108	111	111	120
O=S(=O)(NCCCNc1nccc(-c2[nH]c(-c3ccccc3)nc2-c2ccc(F)c(O)c2)n1)c1ccccc1
    88	133	126	118	99	155	90	113	138
C[Si](Cl)(Cl)c1ccccc1
    88	103	114	95	111	109	108	120	120
Cc1ccc(-c2cssc2=S)cc1
    100	101	96	92	108	95	104	114	112
N#Cc1cn(Cc2ccco2)c(=O)[nH]c1=O
    99	92	101	102	97	107	94	108	99
CCCCCCCCC[N+]12CC[N+](CCCCCCCCC)(CC1)CC2
    104	98	127	95	108	93	87	108	109
CCc1ccc(C2CC(c3ccc4c(c3)OCO4)=NN2c2ccc(S(N)(=O)=O)cc2)cc1 (stereo not drawn)
    37	77	86	69	59	90	67	84	80
CNC(=O)c1cc(Oc2ccc3nc(NC(=O)Nc4ccc(Cl)c(C(F)(F)F)c4)sc3c2)ccn1
    12	22	47	-34*	30	31	-11*	19	-61*
Cc1ccc(Cl)c(NC(=O)CN2CCOCC2)c1
    75	109	99	112	104	109	108	98	102
COc1cc(C2NN=C3c4ccccc4CCC32)cc(OC)c1OC (stereo not drawn)
    75	94	110	71	80	96	70	93	71
CCc1cc(O)c([N+](=O)[O-])cc1[N+](=O)[O-]
    95	111	107	100	101	100	107	104	104
O=C(Nc1ccccc1)C(CCCCN1C(=O)c2ccccc2C1=O)N1C(=O)c2ccccc2C1=O (stereo not drawn)
    98	102	.	106	100	103	103	95	107
CC(=O)Nc1cc(NC(C)=O)ncn1
    99	100	.	108	112	128	111	104	99
CCCCNS(=O)(=O)c1ccc(NC(=O)c2ccc3ccccc3c2O)c([N+](=O)[O-])c1
    83	106	104	89	105	93	105	114	104
Cc1ccc([N+](=O)[O-])c(C)n1
    90	100	103	99	107	84	98	114	107
COc1cc2nc(NC3CCCC3)nc(NC3CCN(C(C)C)CC3)c2cc1OC
    71	59	30	69	79	107	90	75	89
CCOc1ccccc1-c1nc2ccccc2s1
    94	105	119	93	101	107	95	114	111
C[C@@H]1CC[C@@H]2[C@@H]1[C@H](OC(=O)/C=C/c1ccccc1)[C@]1(CCCOCCOCCOCCOC(=O)CCCC[C@@H]3SC[C@@H]4NC(=O)N[C@@H]43)C[C@@H](OC(=O)CO)[C@@]2(C)O1
    98	102	104	96	102	101	113	103	104
COc1cc(-c2cc(-c3ccc(Nc4ccnc5cc(Cl)ccc45)cc3)nc(N3CCOCC3)n2)cc(OC)c1OC
    -5.0*	1.7*	19	-48*	25	55	9.7*	4.9*	-48*
CC1(C)N=C(N)N=C(N)N1c1ccc(S(C)(=O)=O)cc1
    78	96	111	110	102	104	96	101	105
CC(=O)c1cccc(OCCCOc2cccc(C(C)=O)c2)c1
    95	103	113	100	94	113	106	113	111
O=C(NC1CCC(C(=O)O)CC1)OCc1ccccc1 (stereo not drawn)
    94	107	100	104	110	103	102	111	113
CSC1=NC2C(N(C)C(=O)N2C)N1/N=C/C=C/c1ccco1 (stereo not drawn)
    93	95	103	101	100	98	97	106	106
C=CCc1cc(/C(CC)=C(/CC)c2ccc(O)c(CC=C)c2)ccc1O
    59	81	.	69	66	105	83	83	75
CC1=C(c2cc(-c3ccc(Cl)cc3)nc(=O)[nH]2)C(c2ccccc2)NC(=S)N1 (stereo not drawn)
    88	113	105	101	92	108	103	102	94
c1ccc2c(N3CCOCC3)c3c(nc2c1)CCCC3
    93	94	104	104	96	.	102	108	102
O=C(CS)Nc1ccc2ccccc2c1
    70	95	81	116	102	102	114	113	.
CC(=O)CCn1[nH]c(=O)c2ccccc2c1=O
    93	103	.	109	104	104	103	114	122
C=C1C(=O)O[C@H]2[C@H]1CC/C(CNC(=O)/C=C/c1ccccc1)=C\CC[C@@]1(C)O[C@@H]21
    9.5*	-68*	-7.5*	39	76	-22*	5.8*	-34*	-85*
COc1ccc(NC(=O)c2sc3nc(C)c(C(C)O)cc3c2N)cc1 (stereo not drawn)
    100	103	72	103	83	86	104	98	104
COc1ccc(S(=O)(=O)N2C(=O)N[C@H](OC)[C@H]2OC)cc1
    102	105	104	110	108	102	113	107	109
CCC1(CC)C(=O)N(c2ccccc2)C(=N)N(c2ccccc2)C1=O
    95	111	109	106	112	99	95	115	130
N#Cc1c(-c2ccc(Cl)cc2)nc(SCC(=O)c2ccccc2)[nH]c1=O
    86	95	98	94	98	99	93	106	98
NS(=O)(=O)c1ccc(N/C=C/C(=O)c2cc3ccccc3oc2=O)cc1
    94	96	109	88	98	106	104	109	101
CC(C)Nc1ncnc2c1cnn2C
    81	103	109	118	87	102	.	101	90
CC(C)CC(NC(=O)C(CCC(=O)O)NC(=O)C(CC(=O)O)NC(=O)C(CCCCN)NC(=O)C(C)NC(=O)C(NC(=O)C(CCC(=O)O)NC(=O)C(CC(=O)O)NC(=O)CNC(=O)C(CCCN=C(N)N)NC(=O)C(N)CCCN=C(N)N)C(C)O)C(N)=O (stereo not drawn)
    107	106	112	113	103	115	106	102	107
O=c1[nH]nc(-c2ccc(Cl)cc2)cc1Cc1cccc([N+](=O)[O-])c1
    91	101	130	80	93	107	101	99	101
O=C1N/C(=N/O)S/C1=C/c1cn(-c2ccccc2)nc1-c1ccccc1
    89	107	126	111	86	109	90	102	93
ClCC1CCCO1 (stereo not drawn)
    103	111	101	110	101	111	103	108	104
O=C1C2=C(Nc3cc([N+](=O)[O-])ccc3N2)OC1c1ccccn1 (stereo not drawn)
    95	109	110	100	101	98	112	102	113
COc1ccc(Cc2nn(CC(=O)N/N=C/c3ccc(C(F)(F)F)cc3)c(=O)c3c(C)noc23)cc1
    96	100	99	100	99	112	100	110	108
N#C/C(=C\C=C\c1ccc(-c2cc(Cl)ccc2Cl)o1)c1nc2ccccc2s1
    93	98	102	99	106	102	96	112	105
COc1ccc(C2c3ccc4ccccc4c3Oc3ncn(CCCN(C)C)c(=N)c32)cc1 (stereo not drawn)
    66	50	105	103	94	94	44	107	93
CCN(CC)CCOC(=O)Nc1c(C(C)C)cccc1C(C)C
    96	118	114	108	105	104	102	116	114
CC1CC2(CC(CN(C3CCCCC3)C3CCCCC3)OC2=O)C(=O)O1 (stereo not drawn)
    92	107	102	95	.	100	98	.	121
N#CC1=C(Nc2ccccc2Cl)SC(c2ccccc2O)NC1=O (stereo not drawn)
    97	105	109	111	116	105	111	117	127
CO[C@H]1CC(O[C@@H]2/C(C)=C/C[C@@H]3C[C@@H](C[C@]4(CC[C@H](C)[C@@H](C5CCCCC5)O4)O3)OC(=O)[C@@H]3C=C(C)/C(=N/O)[C@H]4OC/C(=C\C=C\[C@@H]2C)[C@]43O)O[C@@H](C)C1O (stereo partly drawn)
    -80*	-73*	-78*	-89*	-89*	-83*	-51*	-96*	-98*
COc1ccc(NS(=O)c2c(C)cc(C)cc2C)cc1 (stereo not drawn)
    84	76	145	102	86	113	93	97	112
COc1ccc(C2SC(C)C(=O)N2NC(=O)c2[nH]c3ccc(F)cc3c2-c2ccccc2)cc1 (stereo not drawn)
    54	93	87	85	92	103	107	112	99
Nc1nc2ncccc2n2cc3ccccc3c12
    56	70	62	92	61	91	76	.	78
CCCC[N+](C)(N)CCCC
    91	101	111	108	105	103	99	111	113
O=C1OC(=O)c2c1ccc1ccccc21
    96	105	98	101	103	100	.	105	99

The listing continues:
Values run as follows: PC-3	SW-620	HCC-2998	OVCAR-4	KM12	OVCAR-5	OVCAR-8	DU-145	OVCAR-3
CN(C)CCS(=O)(=O)Nc1cc(-c2ccc3ncc(C#N)c(Nc4ccc(F)c(Cl)c4)c3c2)cnc1Cl
    -44*	-11*	-83*	-5.3*	-25*	-44*	-11*	-10*	-60*
CCO/C=N/C1=C(C#N)C(c2ccc(F)cc2)c2sc3c(CC)cccc3c2O1 (stereo not drawn)
    14	30	16	60	15	29	27	19	-17*
Cc1cccc(C/C=C/C(=O)c2ccc3c(c2)Nc2ccccc2S3)c1
    74	99	83	62	88	88	64	100	107
Oc1nc(Nc2nccs2)sc1/C=c1\ccc2c(c1)N=CC=2
    53	42	77	77	.	85	59	74	.
CC(=O)N/C(=C/c1ccccc1)C(=O)O
    97	103	98	96	106	90	97	104	101
COC(=O)[C@]1(C)CCC[C@]2(C)[C@H]3C[C@H]4C(C(C)C)=C[C@]3(CC[C@H]21)[C@@H]1C(=O)CC[C@H](OCCC#N)[C@@H]14
    35	86	96	77	82	129	99	89	82
SCCc1ccncc1
    98	100	96	96	98	104	98	98	93
Cc1cc(C)c(S(=O)(=O)n2ccnc2)c(C)c1
    97	106	111	96	.	98	109	118	106
CCCCC(=O)OCc1cc(=O)c(O)co1
    96	101	113	105	102	99	100	108	111
CCOC(=O)C(C(C)=O)C(CC(C)=O)c1ccc(OC)cc1 (stereo not drawn)
    94	108	94	102	98	112	98	104	104
Nc1nc(Nc2ccccc2SSc2ccccc2Nc2nc(N)nc(-c3cccc(Br)c3)n2)nc(-c2cccc(Br)c2)n1
    35	99	120	73	24	96	68	62	100
CC(C)(COC(=O)C(c1ccccc1)c1ccccc1)CN1CCOCC1
    83	104	.	108	107	101	102	104	102
COC(=O)CCCCCCCCC1(C)C=CC(C(C)O)=CC1 (stereo not drawn)
    98	91	99	110	100	120	105	110	111
O=C1/C(=C\c2ccc(Cl)cc2)CN(C(=S)Nc2ccccc2)C/C1=C\c1ccc(Cl)cc1
    -56*	-85*	-89*	-26*	.	-74*	-5.2*	-73*	-88*
N#Cc1c(-c2cccs2)cc(-c2cnccn2)nc1SCC(=O)NN
    89	91	104	87	95	98	96	94	104
O=C1Nc2ccccc2/C1=C/c1cn(CCCn2c3ccccc3c(=O)c3ccccc32)c2ccccc12
    63	98	96	88	88	103	85	102	85
CCCCCOC(=O)N1CCCCC1CCC (stereo not drawn)
    99	105	108	119	105	103	101	113	109
O=C(/C=C/c1ccccn1)c1ccccc1
    69	-51*	63	47	7.9*	81	29	61	17
CCN(CC)CCOc1ccc(/C(=C(\C)Cc2ccc(OC)cc2)c2ccc(O)cc2)cc1
    15	-25*	0.4*	47	32	69	29	53	47
CCOC(=O)Nc1cccnc1
    93	94	98	100	99	91	113	104	106
CC(=O)N1c2ccccc2S(=O)(=O)c2c1ccc1ccccc21
    90	98	93	90	98	92	98	112	116
COc1ccc(OC)c(C2=NN(c3ccc(S(N)(=O)=O)cc3)C(c3cc(OC)c(OC)c(OC)c3)C2)c1 (stereo not drawn)
    51	78	87	87	73	86	.	105	95
COc1ccc(C2c3ccc4ccccc4c3Oc3nc[nH]c(=O)c32)cc1 (stereo not drawn)
    77	88	104	87	85	104	94	105	93

Three compounds from above, limited to OVCAR-3.
smiles,OVCAR-3
CC(C)Nc1ncnc2c1cnn2C,90
CC(C)CC(NC(=O)C(CCC(=O)O)NC(=O)C(CC(=O)O)NC(=O)C(CCCCN)NC(=O)C(C)NC(=O)C(NC(=O)C(CCC(=O)O)NC(=O)C(CC(=O)O)NC(=O)CNC(=O)C(CCCN=C(N)N)NC(=O)C(N)CCCN=C(N)N)C(C)O)C(N)=O (stereo not drawn),107
O=c1[nH]nc(-c2ccc(Cl)cc2)cc1Cc1cccc([N+](=O)[O-])c1,101
